MEX-5 binding = C. elegans MEX-5 TCR-2 RNA binding activity | MEX-5/FITC-TCR2 RNA binding, fluorescence polarization; hits give low values | actives 0.38% (n = 300,000) | activity score (negative = inhibition of binding), % at 10 µM;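 active = inhibition past about -25% in most replicates, and total fluorescence under double the plate's negative control median, limit read from the data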;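 note: 0% = DMSO and -100% = 5 µM competing unlabeled TCR2 RNA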
PAD4 FP inh = PAD4 (human) enzyme inhibition. actives 0.41% (n = 330,000). inhibition, % at 6.36 µM. AID 485272. recombinant PAD4, RCA probe fluorescence polarization;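 active = percent inhibition above a cutoff equal to the mean of all tested compounds plus 3 SD, cut at about 15% in these data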;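 note: 0% = PAD4 with RCA probe and DMSO and 100% = probe without PAD4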
MCL1 BIM primary = inhibitors of human MCL1 binding to BIM-BH3 peptide; Q07820; GST-MCL1 / FITC-Bim-BH3 fluorescence polarization; inhibition, % at 10.9 µM; actives 0.68% (n = 320,000);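 active = inhibition above the mean inhibition of all tested compounds plus 3 SD, set per campaign, cut at about 40% in these data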;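 note: 0% = DMSO wells and 100% = unlabeled Bim-BH3 peptide control; higher means more loss of mP so more displacement of Bim peptide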
Fam108B counter = Fam108B inhibition, counter-screen for RBBP9 inhibitors. recombinant Fam108B, FP-Rh probe fluorescence polarization. inhibition, % at 9.51 µM. actives 0.33% (n = 300,000). AID 1947;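 active = inhibition above the screen mean inhibition plus 3 SD, computed separately per campaign, cut at about 18% in these data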;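 note: inhibitors lower polarization as less probe binds the enzyme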
GLD-1 TGE inh = GLD-1-TGE RNA interaction inhibition (C. elegans); actives 0.44% (n = 320,000); AID 2280; inhibition, % at 5.96 µM; Q17339; purified GLD-1 + fluorescein TGE RNA, fluorescence polarization;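 active = percent inhibition above a per-plate cutoff, the plate mean of test compounds plus 3 SD, cut at about 30% in these data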;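 note: 0% = DMSO wells with GLD-1 and probe and 100% = wells lacking GLD-1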
PME-1 primary = PME-1 (human) inhibition; recombinant PME-1, FP-Rh probe fluorescence polarization; AID 2130; actives 0.53% (n = 320,000); Q9Y570; inhibition, % at 5.9 µM;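 active = inhibition above the campaign mean of all compounds plus 3 SD, cut at about 26% in these data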;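 note: competitive labeling of PME-1 active site by serine hydrolase directed probe; 0% = PME-1 with DMSO and 100% = wells lacking PME-1 enzyme; inhibitors block probe labeling so polarization falls and inhibition rises; many of its hits are not listed in these tables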
Target sequence (Q9Y570 whole entry, looked up): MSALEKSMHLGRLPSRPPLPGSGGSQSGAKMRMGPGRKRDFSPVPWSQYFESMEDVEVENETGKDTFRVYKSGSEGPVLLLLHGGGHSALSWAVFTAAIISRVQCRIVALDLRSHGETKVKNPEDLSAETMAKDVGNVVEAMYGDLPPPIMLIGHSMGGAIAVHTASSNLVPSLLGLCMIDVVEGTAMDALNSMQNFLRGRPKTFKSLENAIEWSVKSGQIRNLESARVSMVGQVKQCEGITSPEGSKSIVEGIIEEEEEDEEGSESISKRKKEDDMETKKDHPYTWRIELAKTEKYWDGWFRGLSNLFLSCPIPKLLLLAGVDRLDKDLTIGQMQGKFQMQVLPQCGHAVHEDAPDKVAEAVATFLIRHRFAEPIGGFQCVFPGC
BCLXL inh = inhibitors of human Bcl-xL; Q07817; GST-Bcl-xL / FITC-Bim BH3 peptide fluorescence polarization; inhibition, % at 10.9 µM; actives 0.7% (n = 320,000);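 active = inhibition above the mean of all tested compounds plus 3 SD, cutoff set per campaign, cut at about 30% in these data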;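 note: 0% = DMSO wells and 100% = unlabeled Bim-BH3 peptide competitor; inhibitors lower millipolarization by displacing the labeled peptide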
Target sequence (Q07817 whole entry, looked up): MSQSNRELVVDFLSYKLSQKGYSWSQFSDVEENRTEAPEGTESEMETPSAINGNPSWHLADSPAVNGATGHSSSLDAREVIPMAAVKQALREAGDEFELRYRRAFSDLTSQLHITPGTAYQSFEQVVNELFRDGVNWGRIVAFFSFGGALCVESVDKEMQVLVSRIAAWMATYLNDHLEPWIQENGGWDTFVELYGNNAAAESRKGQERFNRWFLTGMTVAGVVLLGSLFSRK
TPT1 inh = inhibitors of Candida albicans tRNA 2'-phosphotransferase TPT1; recombinant caTPT1, FP RNA substrate dephosphorylation; inhibition, % at 5 µM; AID 1962; actives 0.81% (n = 300,000);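 active = inhibition above the mean of all tested compounds plus 3 SD, set per screening campaign, cut at about 24% in these data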;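 note: plate controls were DMSO alone for no effect and ferristatin control at 100 nM for full effect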
GSTO1 counter = blocks human GSTO1 in RBBP9 counter-screen; P78417; actives 1.1% (n = 300,000); inhibition, % at 5.96 µM; recombinant GSTO1, activity-based probe fluorescence polarization;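 active = inhibition above the campaign mean inhibition plus 3 SD, cut at about 35% in these data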;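 note: 0% = GSTO1-1 with DMSO and 100% = wells lacking GSTO1-1 enzyme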
Target sequence (P78417 whole entry, looked up): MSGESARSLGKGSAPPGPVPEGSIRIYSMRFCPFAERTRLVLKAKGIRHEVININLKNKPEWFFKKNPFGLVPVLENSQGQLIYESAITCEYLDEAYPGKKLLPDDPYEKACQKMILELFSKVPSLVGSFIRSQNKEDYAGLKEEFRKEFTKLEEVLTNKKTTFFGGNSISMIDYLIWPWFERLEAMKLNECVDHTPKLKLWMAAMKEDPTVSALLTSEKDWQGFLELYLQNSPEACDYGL
* hit, by the source's call; . = not tested or not shown. These rows are one share of the data, so the mix of outcomes need not match the whole.

Start of the data: the first 15 entries as a preview:
SMILES	MEX-5 binding	PAD4 FP inh	MCL1 BIM primary	Fam108B counter	GLD-1 TGE inh	PME-1 primary	BCLXL inh	TPT1 inh	GSTO1 counter
CN(C)CCCSc1nc(-c2ccccc2)nc2c1CCC2	1.5	-8	1	1	0	0	0	-3	-3
CCOC(=O)Cc1csc(NC(=O)C(NC(=O)C2CCC(C)CC2)C(C)C)n1 (configuration not stated)	0.8	-1	-2	3	-3	-2	0	3	1
Cn1nnnc1SCC(=O)NC1CCCCC1	0.9	1	1	3	3	-1	5	-2	5
O=C(c1cc([N+](=O)[O-])ccc1Cl)N1CCN(Cc2ccc3c(c2)OCO3)CC1	-0.9	-1	-7	-4	-5	5	4	-4	7
Cc1ccc(OCc2ccc(C(=O)Nc3nccs3)o2)cc1	-0.4	-2	5	3	0	-5	3	4	-4
COc1ccc(C2(C)NC(=O)N(CC(=O)Nc3ccc(S(=O)(=O)N4CCCC4)cc3)C2=O)cc1 (configuration not stated)	0.4	-3	-4	0	7	8	-8	1	8
CCSC1=C(C#N)C2(CCCCC2)C2=C(CC(C)(C)CC2=O)N1	0.1	0	5	2	1	1	3	3	-6
COc1cccc(C2C(C(=O)Nc3ccc(C)cc3C)=C(C)Nc3ncnn32)c1OC (configuration not stated)	-0.2	2	7	-4	-2	1	3	-2	5
CCOC(=O)c1ccc(NC(=O)CSc2nc3c(c(=O)n2-c2ccccc2OC)SCC3)cc1	2.8	-1	1	-3	1	1	0	1	2
COc1ccc(Cl)cc1N/C(N)=N/c1nc(C)cc(=O)[nH]1	-1.3	-2	5	-3	5	0	-1	-3	-5
Cc1ccc(N2CC(C(=O)OCc3ccc([N+](=O)[O-])cc3)CC2=O)cc1 (configuration not stated)	2.3	-3	1	-2	8	3	1	2	6
O=C(O)C(c1ccccc1)C(c1ccccc1)c1ccccc1 (configuration not stated)	5.5	-4	8	0	2	2	1	-3	-37
O=C(Nc1ccccc1Cl)c1ccc([N+](=O)[O-])o1	-0.2	-6	2	5	4	-2	5	3	14
Clc1cccc(Oc2ncccn2)c1	1.5	2	1	3	-2	-2	2	0	2
O=C(CC1C(=O)NCCN1Cc1cccc(F)c1)NCCCCCN1CCOCC1 (configuration not stated)	-9.5	0	28	0	17	3	24	-7	7

This part in full (from the top)
SMILES	MEX-5 binding	PAD4 FP inh	MCL1 BIM primary	Fam108B counter	GLD-1 TGE inh	PME-1 primary	BCLXL inh	TPT1 inh	GSTO1 counter
CN(C)CCCSc1nc(-c2ccccc2)nc2c1CCC2	1.5	-8	1	1	0	0	0	-3	-3
CCOC(=O)Cc1csc(NC(=O)C(NC(=O)C2CCC(C)CC2)C(C)C)n1 (configuration not stated)	0.8	-1	-2	3	-3	-2	0	3	1
Cn1nnnc1SCC(=O)NC1CCCCC1	0.9	1	1	3	3	-1	5	-2	5
O=C(c1cc([N+](=O)[O-])ccc1Cl)N1CCN(Cc2ccc3c(c2)OCO3)CC1	-0.9	-1	-7	-4	-5	5	4	-4	7
Cc1ccc(OCc2ccc(C(=O)Nc3nccs3)o2)cc1	-0.4	-2	5	3	0	-5	3	4	-4
COc1ccc(C2(C)NC(=O)N(CC(=O)Nc3ccc(S(=O)(=O)N4CCCC4)cc3)C2=O)cc1 (configuration not stated)	0.4	-3	-4	0	7	8	-8	1	8
CCSC1=C(C#N)C2(CCCCC2)C2=C(CC(C)(C)CC2=O)N1	0.1	0	5	2	1	1	3	3	-6
COc1cccc(C2C(C(=O)Nc3ccc(C)cc3C)=C(C)Nc3ncnn32)c1OC (configuration not stated)	-0.2	2	7	-4	-2	1	3	-2	5
CCOC(=O)c1ccc(NC(=O)CSc2nc3c(c(=O)n2-c2ccccc2OC)SCC3)cc1	2.8	-1	1	-3	1	1	0	1	2
COc1ccc(Cl)cc1N/C(N)=N/c1nc(C)cc(=O)[nH]1	-1.3	-2	5	-3	5	0	-1	-3	-5
Cc1ccc(N2CC(C(=O)OCc3ccc([N+](=O)[O-])cc3)CC2=O)cc1 (configuration not stated)	2.3	-3	1	-2	8	3	1	2	6
O=C(O)C(c1ccccc1)C(c1ccccc1)c1ccccc1 (configuration not stated)	5.5	-4	8	0	2	2	1	-3	-37
O=C(Nc1ccccc1Cl)c1ccc([N+](=O)[O-])o1	-0.2	-6	2	5	4	-2	5	3	14
Clc1cccc(Oc2ncccn2)c1	1.5	2	1	3	-2	-2	2	0	2
O=C(CC1C(=O)NCCN1Cc1cccc(F)c1)NCCCCCN1CCOCC1 (configuration not stated)	-9.5	0	28	0	17	3	24	-7	7
O=C1CCCC(O)=C1N=Nc1ccc(Cl)c(Cl)c1	1.9	-5	15	3	8	-1	6	-1	1
CC(=O)Oc1ccccc1C(=O)NC(C)CCc1ccccc1 (configuration not stated)	-0.5	0	0	-2	9	0	-5	8	7
CCOc1cccc(CNCc2cccnc2)c1OCc1ccccc1	-4.7	3	6	0	-1	1	0	2	1
Cc1onc(-c2c(F)cccc2Cl)c1C(=O)NCc1cccs1	-1.8	4	5	-2	-6	1	4	2	5
Cc1cc2occ(CC(=O)N(C)CC(=O)Nc3ccccc3C(F)(F)F)c2cc1C	.	5	-2	.	6	0	-3	.	.
CC(C)(C)n1nnnc1C(c1cccs1)N1CCN(Cc2ccc3c(c2)OCO3)CC1 (configuration not stated)	0.5	-2	-4	-3	2	4	6	-3	-2
COc1ccc(NC(=O)c2ccccc2N(Cc2ccccc2)S(C)(=O)=O)cc1OC	-0.6	-8	-11	4	-3	-8	-1	1	-6
Cc1ccc(S(=O)(=O)N2CC(=O)Nc3ccccc32)c(C)c1NS(C)(=O)=O	-2.0	1	0	1	4	5	0	-1	-1
COc1ccc(C(C)(C)C)cc1NC(=O)CCNC(=O)c1ccco1	1.3	1	3	-6	3	2	8	-1	-1
NC(=O)CC(NC(=O)Cc1cccc2ccccc12)c1ccc(N2CCC(N3CCCC3)CC2)c([N+](=O)[O-])c1 (configuration not stated)	-3.9	-1	5	-1	6	-8	8	3	1
Cc1ccc(Cn2c(N3CCCCCC3)nc3c2c(=O)[nH]c(=O)n3C)cc1	.	-7	2	1	0	8	-1	0	3
Cc1cccc(SCC(=O)Nc2ccc3c(c2)OCCO3)c1	2.1	2	5	3	3	5	1	-3	7
CCOC(=O)C1(CCCc2ccccc2)CCN(C(=O)CCOC)CC1	-1.2	2	-10	-6	-2	-4	-2	2	1
[O-]/C(=C(\C(=S)Nc1cccc2ccccc12)[n+]1ccccc1)c1ccc(Cl)s1	0.3	-3	7	3	2	5	-3	2	0
CC(C)Oc1ccc(N2CC(C(=O)Nc3ccccc3C(=O)NC3CC3)CC2=O)cc1 (configuration not stated)	-1.3	3	3	-3	7	-4	4	-1	13
O=C(COc1ccccc1C(=O)NCc1ccncc1)Nc1ccc(Br)cc1	2.5	0	3	-2	-1	0	5	0	5
CC1CCCCC1NC(=O)/C(C#N)=C/c1ccc2c(c1)OCCO2 (configuration not stated)	1.8	1	0	4	-5	-1	5	-2	5
Cc1cc(Cl)ccc1NNC(=O)c1cccs1	2.4	0	1	1	6	10	4	-4	3
Cc1nc2ccc3nc(NC(=O)c4ccc5c(c4)OCCO5)sc3c2s1	-20	-13	-28	-29	-13	-27	-6	10	-22
CN(C)c1ccc(NC(=S)NC23CC4CC(CC(C4)C2)C3)cc1	2.2	-5	8	-3	10	-2	3	-1	-3
O=C1COc2ccc(S(=O)(=O)NCc3ccccc3)cc2N1	-0.6	-9	-2	-5	-5	4	2	-1	36*
COc1ccc2c(c1OC)C(=O)O[C@@H]2[C@H]1c2c(cc3c(c2OC)OCO3)CCN1C	-3.5	1	-2	-1	3	-2	-6	-4	0
CCC1(CC)NC(=O)N(CC(=O)OCc2nc3cc(C(=O)OC)ccc3c(=O)[nH]2)C1=O	.	-2	4	.	7	2	1	.	.
NS(=O)(=O)c1ccc(CCNC(=O)c2cc(=O)[nH]c3ccccc23)cc1	0.9	-7	-11	-9	-2	-4	-7	0	8
COc1c(OC2OC(C(=O)O)C(O)C(O)C2O)cc(O)c2c(=O)cc(-c3ccccc3)oc12 (configuration not stated)	-9.9	0	8	3	-1	-4	8	-1	12
O=C1CC(c2ccccc2)CC(O)=C1C=NCc1ccccc1Cl (configuration not stated)	0.6	5	12	-1	7	-1	7	-2	3
O=C(NC(=S)NCc1ccc2c(c1)OCO2)c1ccccc1	2.3	4	9	7	-1	1	3	0	-2
O=C(O)c1ccccc1N/C=C\[N+](=O)[O-]	-12	0	11	-2	6	3	8	-10	-2
CN(C)c1ccnc(SCc2ccccc2Cl)c1C#N	2.1	3	1	-7	-2	-2	3	-3	6
CCOC(=O)Nc1ccc2c(COC(=O)CNS(=O)(=O)c3cccc(Br)c3)cc(=O)oc2c1	-1.7	-1	-24	-38	7	-46	-8	5	0
Cc1oc(-c2ccccc2F)nc1CS(=O)CC(=O)NCc1cccs1 (configuration not stated)	-0.1	-3	4	6	0	1	3	2	-2
NC(=O)CS(=O)(=O)c1nc2ccccc2n1Cc1ccccn1	0.5	-1	6	-4	2	-3	4	1	7
CCCN(C(=O)COc1ccc(Cl)cc1Cl)c1c(N)n(Cc2ccccc2)c(=O)[nH]c1=O	-3.5	-6	-7	-4	-2	-3	-3	4	2
CCCCS(=O)(=O)N1CCCC(C(=O)N2CCOCC2)C1 (configuration not stated)	1.4	-2	6	2	4	-6	5	-1	3
CC(C)Nc1nc(NC(C)C)nc(NS(=O)(=O)c2ccc(N)cc2)n1	1.9	-2	-2	1	-9	2	1	0	2
Cn1nccc1C(=O)Nc1sc2c(c1C(N)=O)CCCC2	0.7	1	14	0	4	8	11	-2	5
COc1ccc(N=C2SCC(=O)N2CCc2ccc(OC)c(OC)c2)cc1	1.5	-3	-1	0	-4	-5	4	-2	5
COc1ccccc1N1CCN(/N=C/c2ccc(OC)c(OC)c2OC)CC1	0.2	-3	0	0	-1	2	4	-3	7
Cc1cc(Br)cc(Cl)c1OCC(=O)NC(=O)NCc1ccccc1	0.2	2	9	-1	2	-4	1	-3	9
CCN(CC(=O)NCc1cccs1)c1ccc(S(=O)(=O)N2CCN(C)CC2)cn1	1.5	1	-15	-2	5	-2	-3	2	1
O=C(C1CCCO1)N1CCN(C(=S)Nc2ccccc2F)CC1 (configuration not stated)	-0.1	-4	3	5	10	4	4	2	2
COc1ccc(C(=O)NC(C)c2nnc(SCC(=O)NC3CCCC3)n2C)cc1 (configuration not stated)	-3.4	-2	-3	7	12	-5	-1	-4	8
Fc1ccc(Nc2cccc3nccnc23)cc1	0.0	3	9	6	10	5	3	2	3
Cc1ccc(NS(=O)(=O)c2cc(C(=O)NCc3ccccn3)ccc2Cl)cc1	-1.9	1	3	-3	1	10	0	9	7
CC(C)(C)c1ccc(C(=O)Nc2cccc(S(=O)(=O)NC3=NCCC3)c2)cc1	.	2	-7	.	7	-3	-5	.	.
O=C(CSCC(=O)Nc1ccc2ccccc2c1)NCc1ccccc1	2.5	3	6	-1	5	0	8	5	2

Screening results: PubChem, several laboratories
